E-sel inducer – induces E-selectin expression in human endothelial cells; HUVEC E-selectin immunofluorescence imaging; normalized: neutral wells 0, TNF-alpha wells 100; activation, % at 7.58 µM; 0.37% of 260,000 active; P16581; AID 686992;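 active means mean E-selectin-positive cell signal at least 10% of the positive control, reached in at least 60% of replicates, without over 20% cell loss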;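 further: in these data hits start at about 27%; measured in HUVEC primary endothelial cells; signal is the percent of cells scored E-selectin positive by PE staining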
Target sequence (P16581 whole entry, looked up): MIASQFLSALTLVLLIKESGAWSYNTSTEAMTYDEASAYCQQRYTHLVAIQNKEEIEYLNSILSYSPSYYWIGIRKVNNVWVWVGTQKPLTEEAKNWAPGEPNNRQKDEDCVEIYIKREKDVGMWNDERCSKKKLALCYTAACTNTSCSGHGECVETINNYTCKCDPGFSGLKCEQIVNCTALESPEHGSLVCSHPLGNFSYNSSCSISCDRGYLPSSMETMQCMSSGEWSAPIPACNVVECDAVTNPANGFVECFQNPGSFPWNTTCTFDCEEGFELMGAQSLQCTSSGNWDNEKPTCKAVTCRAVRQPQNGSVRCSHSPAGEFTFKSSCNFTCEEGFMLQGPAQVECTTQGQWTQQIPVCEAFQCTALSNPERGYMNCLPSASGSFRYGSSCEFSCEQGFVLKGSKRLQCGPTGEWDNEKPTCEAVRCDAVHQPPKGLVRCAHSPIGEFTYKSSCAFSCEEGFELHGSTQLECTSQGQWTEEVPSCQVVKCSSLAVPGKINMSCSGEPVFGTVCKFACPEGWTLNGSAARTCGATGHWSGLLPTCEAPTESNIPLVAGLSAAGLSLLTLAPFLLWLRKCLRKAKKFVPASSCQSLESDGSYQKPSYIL
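Test system: HUVEC; input: 3,000 HUVEC/well; measured by: immunofluorescence imaging; read-out: % PE-positive cells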
The depositor's hits bear a star.

What do the screens show for `CC(C)CC(NC(=O)c1ccccc1)C(=O)N/N=C/c1ccco1` (stereo unspecified)?
E-sel inducer: 1.3

What do the screens show for `O=C(COc1ccc2ccccc2c1)NN1C(=O)c2ccccc2C1=O`?
E-sel inducer: 1.7

Results for CN(C)S(=O)(=O)c1cc(NC(=O)[C@H](Cc2ccccc2)N2C(=O)c3ccccc3C2=O)ccc1Cl ?
E-sel inducer: 8.9

What do the screens show for `C[C@H](CO)N1C[C@H](C)[C@H](CN(C)Cc2ccc(Oc3ccccc3)cc2)Oc2ccc(NC(=O)C3CCCCC3)cc2C1=O`?
E-sel inducer: -0.4

How did COc1cc(OC)c(-n2cc(-c3ccc(Cl)cc3)[nH]c2=O)cc1Cl do in these assays?
E-sel inducer: -0.1

How did COc1cc(CNc2ccc(CNc3ncn[nH]3)cc2)ccc1OCC(=O)NC(C)(C)C do in these assays?
E-sel inducer: 0.0

What do the screens show for `COc1ccccc1CC(=O)Nc1ccc2nc(C)sc2c1`?
E-sel inducer: 0.9

Results for Cc1cccc(N2CC(C(=O)Nc3nnc(SCC(=O)Nc4nccs4)s3)CC2=O)c1 (stereo unspecified) ?
E-sel inducer: 0.2

Results for C[C@H](CO)N1C[C@H](C)[C@@H](CN(C)S(C)(=O)=O)Oc2ccc(NS(=O)(=O)c3ccc(Cl)cc3)cc2C1=O ?
E-sel inducer: -0.9

How did COc1ccccc1Nc1nnc(SCC(=O)NC(=O)Nc2ccc3c(c2)OCCO3)s1 do in these assays?
E-sel inducer: -0.1

What do the screens show for `CC(C)NC(=O)N(C)C[C@H]1Oc2ccc(NS(=O)(=O)c3cccs3)cc2C(=O)N([C@@H](C)CO)C[C@H]1C`?
E-sel inducer: -0.6

How did Cc1ccc(/C=C/C(=O)Nc2ccccc2C(N)=O)cc1 do in these assays?
E-sel inducer: -0.1

What do the screens show for `COc1cccc(NC(=S)NCc2cccs2)c1`?
E-sel inducer: -0.2

What do the screens show for `CCCC1=NN(C(=O)Cc2ccc(OC)cc2)C(O)(C(F)(F)F)C1` (stereo unspecified)?
E-sel inducer: 0.7

How did CN(C)c1ccc(N=Nc2ccccc2C(=O)OCC(=O)N2CCCCCC2)cc1 do in these assays?
E-sel inducer: -0.2

What do the screens show for `CCC(C(=O)O)N1C(=O)/C(=C/c2cccn2C)SC1=S` (stereo unspecified)?
E-sel inducer: 0.4

Results for CC(C)OC(=O)NC(c1ccccc1)C(Cl)(Cl)Cl (stereo unspecified) ?
E-sel inducer: 0.4

What do the screens show for `CC(C)NC(=O)Nc1ccc2c(c1)C(=O)N([C@H](C)CO)C[C@H](C)[C@H](CN(C)S(=O)(=O)c1cccs1)O2`?
E-sel inducer: -2.4

Results for CCNC(=S)N/N=C/c1ccc(OCc2ccc(C(=O)OC)cc2)cc1 ?
E-sel inducer: -0.1

Results for COc1cccc(NC(=O)CSC(N)=O)c1 ?
E-sel inducer: 6.8

What do the screens show for `Cc1cccc(CSC(Nc2ccc(F)cc2)=C(C#N)C#N)c1`?
E-sel inducer: -0.1

What do the screens show for `CC(C)(C)c1ccc(OC(=O)c2ccc3snnc3c2)cc1`?
E-sel inducer: 1.1

Results for Cc1ccc(-c2csc(NC(=O)c3ccc(C)o3)n2)cc1 ?
E-sel inducer: -0.9

How did O=C(OCCCCN1C(=O)c2ccccc2C1=O)c1n[nH]c2ccccc12 do in these assays?
E-sel inducer: 1.1

Next part; it opens with the 2 that closed the last part.
Results for Cc1ccc(-c2csc(NC(=O)c3ccc(C)o3)n2)cc1 ?
E-sel inducer: -0.9

How did O=C(OCCCCN1C(=O)c2ccccc2C1=O)c1n[nH]c2ccccc12 do in these assays?
E-sel inducer: 1.1

What do the screens show for `COc1cccc(N(C(=O)CS(=O)CC(=O)Nc2ccc(F)cc2)C(C(=O)NC2CCCCC2)c2cccs2)c1` (stereo unspecified)?
E-sel inducer: 2.1

How did N#C/C(=C/c1cccc([N+](=O)[O-])c1)c1nnc2n1CCCCC2 do in these assays?
E-sel inducer: -0.1

What do the screens show for `CCOC(=O)CSc1nc2sc(C)c(C)c2c(=O)n1N`?
E-sel inducer: -0.1

How did CC1(c2ccccc2)NC(=O)N(CC(=O)NC(=O)NC2CCCC2)C1=O (stereo unspecified) do in these assays?
E-sel inducer: 0.1

How did CCOc1cc2[nH]c(=O)n(Cc3ccccc3)c(=O)c2cc1OCC do in these assays?
E-sel inducer: -1.2

What do the screens show for `COc1ccc(NC(=O)Nc2cccc3c2O[C@H](CN(C)Cc2ccc(Cl)c(Cl)c2)[C@H](C)CN([C@@H](C)CO)C3=O)cc1`?
E-sel inducer: -4.2

Results for Cc1cnc(C(=O)Nc2nnc(SCc3c(Cl)cccc3Cl)s2)cn1 ?
E-sel inducer: -0.1

How did N#Cc1c(NC(=S)NC(=O)C2CCCC2)sc2c1CCCCC2 do in these assays?
E-sel inducer: 0.4

What do the screens show for `O=C(Cc1ccccc1)N/N=C/c1cccn1-c1ccc([N+](=O)[O-])cc1`?
E-sel inducer: -0.5

How did O=C(CO/N=C1\CCCc2nonc21)Nc1ccc(Br)cc1 do in these assays?
E-sel inducer: 0.1

How did Cc1cccc(NC(=S)NC2CCCCCC2)c1C do in these assays?
E-sel inducer: 2.2

Results for Cc1nc(Nc2ccc(S(=O)(=O)N3CCCC3)cc2)c2nnn(Cc3ccccc3)c2n1 ?
E-sel inducer: 1.6

What do the screens show for `O=C(N/N=C/C1CC2CCC1C2)c1ccc2c(c1)OCO2` (stereo unspecified)?
E-sel inducer: -0.7

How did CCCC(C)NC(=O)COc1ccc(Sc2ccc(OCC(=O)NC(C)CCC)cc2)cc1 (stereo unspecified) do in these assays?
E-sel inducer: -0.7

Results for COc1cc2oc(=O)c3c(c2cc1OCC(=O)c1c(C)n(C)c2ccccc12)CCCC3 ?
E-sel inducer: -0.1

Results for Cc1ccc(Cn2nc(C)c(NC(=O)CCCn3nc(C)c([N+](=O)[O-])c3C)c2C)cc1 ?
E-sel inducer: -0.4

How did Cc1ccc(C(=O)C[n+]2ccc(-c3nnc4n3CCC4)cc2)cc1 do in these assays?
E-sel inducer: -0.6

What do the screens show for `COc1ccccc1N1CCN(C(=O)CSc2nc3ccccc3c(=O)n2CC2CCCO2)CC1` (stereo unspecified)?
E-sel inducer: -0.6

What do the screens show for `CC(C)CN(C(=O)COC(=O)c1ccccc1Sc1ccccc1C#N)C1CCS(=O)(=O)C1` (stereo unspecified)?
E-sel inducer: -0.2

How did C[C@@H]1CN([C@H](C)CO)C(=O)c2cccc(NS(C)(=O)=O)c2O[C@@H]1CN(C)S(=O)(=O)c1ccc(F)cc1 do in these assays?
E-sel inducer: -0.3

Results for CN(C)c1ccc2c(c1)[C@@H]1C[C@H](CC(=O)NCc3ccccc3F)O[C@H](CO)[C@@H]1O2 ?
E-sel inducer: 0.0

What do the screens show for `CC1CC1c1ccc(/C=C(\C#N)C(=O)Nc2ccc(Cl)cc2Cl)o1` (stereo unspecified)?
E-sel inducer: 0.3

How did C[C@H](CO)N1C[C@H](C)[C@H](CN(C)Cc2ccc(-c3ccccc3)cc2)Oc2ccc(NC(=O)Cc3ccccc3)cc2C1=O do in these assays?
E-sel inducer: 0.4

Results for CCOC(=O)Cc1csc(NC(=S)NC(=O)C(C)(C)C)n1 ?
E-sel inducer: 0.0

What do the screens show for `O=S(=O)(c1ccc(F)cc1)N1CCN(C(=S)NCc2ccco2)CC1`?
E-sel inducer: 0.0

How did C=CCc1ccccc1OCCSc1nc2ccc([N+](=O)[O-])cc2s1 do in these assays?
E-sel inducer: 0.1

What do the screens show for `Clc1ccc(-c2noc(CCCc3ccccc3)n2)cc1`?
E-sel inducer: -1.7

Results for C[C@@H]1CN([C@@H](C)CO)C(=O)c2cc(NC(=O)Nc3ccccc3)ccc2O[C@@H](C)CCCCO[C@@H]1CN(C)C(=O)Nc1ccccc1 ?
E-sel inducer: 0.2

How did COc1ccc(CCNC(=O)COC(=O)C2CCCCC2)cc1 do in these assays?
E-sel inducer: 2.0

What do the screens show for `CCOc1cc(/C=N/NC(=O)OC)ccc1OCCSc1ccc(Cl)cc1`?
E-sel inducer: -2.9

Results for CC1(C)CC(=O)C=C(NCc2cccs2)C1 ?
E-sel inducer: -2.0

Results for CNC(=S)Nc1ccccc1-c1ccccc1 ?
E-sel inducer: 2.0

How did Cc1c(Cc2ccccc2)c(=O)oc2cc(OCC(=O)c3ccccc3)ccc12 do in these assays?
E-sel inducer: 0.9

How did C[C@H](CO)N1C[C@H](C)[C@@H](CN(C)Cc2ccccc2)Oc2c(NC(=O)CCCCCC(=O)Nc3ccccc3N)cccc2C1=O do in these assays?
E-sel inducer: 0.4

How did C[C@@H]1CN([C@@H](C)CO)C(=O)c2cccc(NS(=O)(=O)c3ccc(Cl)cc3)c2O[C@H]1CN(C)S(=O)(=O)c1cn(C)cn1 do in these assays?
E-sel inducer: 5.3

How did O=S(=O)(NCC1CCCO1)c1ccc(S(=O)(=O)N(Cc2ccccn2)C2CC2)cc1 (stereo unspecified) do in these assays?
E-sel inducer: -0.3

Results for CC(=O)Nc1ccc(NC(=O)CSc2ccc(-c3ccc4c(c3)OCO4)nn2)cc1 ?
E-sel inducer: -2.6

What do the screens show for `COc1ccc(S(=O)(=O)Nc2ccc3c(c2)C(=O)N([C@@H](C)CO)C[C@H](C)[C@@H](CN(C)C(=O)NC(C)C)O3)cc1`?
E-sel inducer: 24.0

What do the screens show for `O=C(CO)N/N=C/c1cccc(Cl)c1Cl`?
E-sel inducer: 1.6

What do the screens show for `COc1ccccc1NS(=O)(=O)c1ccc2oc(SCc3ccc(C#N)cc3)nc2c1`?
E-sel inducer: 0.0

How did O=C1CSC(=Nc2ccccc2Cl)N1 do in these assays?
E-sel inducer: -2.2

How did COCc1cc(/C=N\NC(=O)COc2ccc(Cl)cc2)ccc1OC do in these assays?
E-sel inducer: 1.3

How did CC1(C)COC(c2cccc(C3=NC(C)(C)CO3)n2)=N1 do in these assays?
E-sel inducer: 0.7

What do the screens show for `Cc1cc(-c2n[nH]c(=S)n2/N=C/C(Br)=C/c2ccccc2)n[nH]1`?
E-sel inducer: -0.4

What do the screens show for `O=C(Nc1nc(-c2ccc(F)cc2)cs1)C1CCCO1` (stereo unspecified)?
E-sel inducer: -0.4

Results for Cc1cc(C)nc(NS(=O)(=O)c2ccc(NC(=O)CN3C(=O)S/C(=C\c4ccccc4)C3=O)cc2)n1 ?
E-sel inducer: 1.9

How did COc1ccccc1Nc1nc(-c2c(C)[nH]c3ccccc23)cs1 do in these assays?
E-sel inducer: 1.2

What do the screens show for `O=C(O)CSC1=NC(=Nc2cccc(Cl)c2)C2(CCCCC2)N1c1ccccc1`?
E-sel inducer: 2.4

Pulled one by one from the entries so far, two records:
What do the screens show for `O=C(O)CSC1=NC(=Nc2cccc(Cl)c2)C2(CCCCC2)N1c1ccccc1`?
E-sel inducer: 2.4

Results for Cc1cc(C)nc(NS(=O)(=O)c2ccc(NC(=O)CN3C(=O)S/C(=C\c4ccccc4)C3=O)cc2)n1 ?
E-sel inducer: 1.9

The list continues.
What do the screens show for `Cc1cc(Oc2nc3c(C)cccn3c(=O)c2/C=C(\C#N)S(=O)(=O)c2ccc(Cl)cc2)ccc1Cl`?
E-sel inducer: 0.1

How did CCN(CC)S(=O)(=O)c1ccc(NC(=O)COC(=O)CNS(=O)(=O)/C=C/c2ccccc2)cc1 do in these assays?
E-sel inducer: 0.4

How did O=C(CCCCCn1c(=S)[nH]c2ccccc2c1=O)N1CCOCC1 do in these assays?
E-sel inducer: -1.5

Results for CC(C)NC(=O)N(C)C[C@@H]1Oc2ccc(NS(=O)(=O)c3cccs3)cc2C(=O)N([C@H](C)CO)C[C@@H]1C ?
E-sel inducer: 8.3

What do the screens show for `COc1ccc(/C=N/N2C(=O)c3ccccc3C2=O)cc1`?
E-sel inducer: 0.1

Results for COCCn1c(SCC(=O)Nc2cc(C(C)(C)C)nn2-c2ccccc2)nnc1-c1ccncc1 ?
E-sel inducer: -0.2

What do the screens show for `Cc1cccc(OCCN2C(=O)C(=O)c3cccc(C)c32)c1`?
E-sel inducer: -0.3

What do the screens show for `COc1ccc(CCNC(=O)CN(C)S(=O)(=O)c2ccc(Br)s2)cc1OC`?
E-sel inducer: -2.0

How did CCN(CC)S(=O)(=O)c1cccc2cccnc12 do in these assays?
E-sel inducer: 0.8

What do the screens show for `CC12CCC(c3c1nc1ccccc1[n+]3[O-])C2(C)C` (stereo unspecified)?
E-sel inducer: -2.2

What do the screens show for `O=C(Nc1cc(C(F)(F)F)ccc1Cl)C(Sc1nnc(-c2cccs2)o1)c1ccccc1` (stereo unspecified)?
E-sel inducer: 0.1

How did CC1CCCCN1S(=O)(=O)c1ccc(S(=O)(=O)N(CC(=O)Nc2ccccc2)Cc2cccs2)cc1 (stereo unspecified) do in these assays?
E-sel inducer: -0.2

As a working copy, some entries already given.
What do the screens show for `COc1ccc(/C=N/N2C(=O)c3ccccc3C2=O)cc1`?
E-sel inducer: 0.1

Results for COCCn1c(SCC(=O)Nc2cc(C(C)(C)C)nn2-c2ccccc2)nnc1-c1ccncc1 ?
E-sel inducer: -0.2

Next part:
What do the screens show for `CCCNCc1cc(OC)c(OCC(=O)NCCc2ccccc2)cc1Br`?
E-sel inducer: -0.3

What do the screens show for `C[n+]1ccccc1N1CCN(c2ccccc2Cl)CC1`?
E-sel inducer: 0.1

What do the screens show for `Cc1ccc(CN(Cc2ccco2)S(=O)(=O)c2ccc(S(=O)(=O)NCC3CCCO3)cc2)cc1` (stereo unspecified)?
E-sel inducer: 0.5

How did C=CCOc1ccc(C2NC(=S)NC(C)=C2C(=O)c2ccccc2)cc1OC (stereo unspecified) do in these assays?
E-sel inducer: -0.4

Results for COC(=O)c1ccc(NC(c2ccc(Cl)cc2)P(=O)(OC)OC)cc1 (stereo unspecified) ?
E-sel inducer: 0.7

How did CCN(c1ccc(NS(=O)(=O)c2cc(Cl)ccc2Cl)cc1)C(C)C do in these assays?
E-sel inducer: -0.2

What do the screens show for `CC1CCCC(C)N1NC(=S)Nc1ccc(OC(F)F)cc1` (stereo unspecified)?
E-sel inducer: -0.2

What do the screens show for `Cc1ccc(S(=O)(=O)N(CCC(=O)Nc2ccc(OC(F)(F)F)cc2)c2ccccc2)cc1`?
E-sel inducer: -0.1

Compound activity (PubChem BioAssay)

This is a subset, so the mix of outcomes need not match the whole.
